HSP90 inh = inhibitors of HSP90 luciferase refolding in rabbit reticulocyte lysate. luciferase refolding luminescence, 3 h. inhibition, % at 5.6 µM. 0.91% of 290,000 active;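 active = inhibition above the screen-wide mean plus 3 SD, computed separately per campaign, cut at about 16% in these data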;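 note: 0% = DMSO wells and 100% = 60 µM geldanamycin wells; inhibitors lower the luminescence because luciferase stays unfolded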
AI-2 QS mod = modulators of Vibrio harveyi AI-2 quorum sensing system | 0.4% of 300,000 active | activity change, % at 7.5 µM | Vibrio harveyi JMH597 AI-2 luminescence/OD600 ratio, 9 h; active compounds read low; strain lacks LuxN and CqsS sensors; 0 = neutral-control median; in the data active = activity change below about -75%, passing the limit was not always enough;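 note: luminescence divided by OD600 gain over 9 h not by final OD600 alone; inactives centre near 13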
GSK3A inh = blocks human GSK-3 alpha kinase; ADP-Glo luminescence, 60 min; inhibition, % at 10 µM; 0.1% of 320,000 active; AID 2650;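 in the data active = inhibition above about 50%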;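 note: GST-tagged GSK-3 alpha with peptide substrate and 25 µM ATP; 0% = DMSO neutral wells and 100% = GW8510 positive control wells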
Target sequence (P49840 whole entry, looked up): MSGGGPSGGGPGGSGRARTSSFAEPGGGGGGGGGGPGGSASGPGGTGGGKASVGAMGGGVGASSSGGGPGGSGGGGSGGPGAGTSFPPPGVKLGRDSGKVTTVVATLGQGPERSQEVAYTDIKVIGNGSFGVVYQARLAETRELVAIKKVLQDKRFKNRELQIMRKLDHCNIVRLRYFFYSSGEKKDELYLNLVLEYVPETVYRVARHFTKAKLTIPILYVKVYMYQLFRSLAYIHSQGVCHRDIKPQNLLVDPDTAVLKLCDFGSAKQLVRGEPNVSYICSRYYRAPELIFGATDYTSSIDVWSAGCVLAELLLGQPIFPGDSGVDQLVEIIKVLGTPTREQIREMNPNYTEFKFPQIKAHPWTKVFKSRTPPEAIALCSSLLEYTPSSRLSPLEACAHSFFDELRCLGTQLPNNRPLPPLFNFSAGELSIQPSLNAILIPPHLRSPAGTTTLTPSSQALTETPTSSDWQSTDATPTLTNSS
HIF act = HIF pathway transcriptional activation; U2OS HRE-luciferase reporter, luminescence; normalized: DMSO 0%, desferrioxamine 100%; activation, % at 7.5 µM (by protocol); 0.32% of 300,000 active; AID 1910;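 active = mean activation of at least 10% of the iron chelator positive control signal, with at least half of replicates also reaching 10%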
GSK3B inh = inhibitors of human GSK3beta kinase. P49841. GST-GSK3beta kinase, ADP-Glo luminescence, 60 min; active compounds read low. activity score (negative = inhibition), % at 10 µM. 0.038% of 300,000 active;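 active = more than half of replicate wells score below -50%, meaning over 50% inhibition versus plate controls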;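 note: 0% = median DMSO wells and -100% = median GW8510 positive control wells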
Target sequence (P49841 whole entry, looked up): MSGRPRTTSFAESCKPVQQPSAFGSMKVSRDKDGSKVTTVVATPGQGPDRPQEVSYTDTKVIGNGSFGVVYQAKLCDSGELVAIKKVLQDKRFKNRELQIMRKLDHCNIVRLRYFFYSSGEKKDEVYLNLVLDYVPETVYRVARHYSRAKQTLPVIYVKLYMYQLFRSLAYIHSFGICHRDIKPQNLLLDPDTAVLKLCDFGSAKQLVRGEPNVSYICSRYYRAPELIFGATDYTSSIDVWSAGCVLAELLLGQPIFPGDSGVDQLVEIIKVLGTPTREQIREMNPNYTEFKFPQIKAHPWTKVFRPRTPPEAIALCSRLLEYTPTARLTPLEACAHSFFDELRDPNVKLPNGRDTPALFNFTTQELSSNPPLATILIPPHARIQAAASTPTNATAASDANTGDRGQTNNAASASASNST
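Assay system: GST-tagged human GSK3beta kinase, cell-free; Input: 1.6 ng GSK3beta; Medium: Tris/MgCl2 kinase buffer; Timing: 60 min enzyme reaction, room temperature; Signal: ADP-Glo luminescence quantifying ADP generated by kinase; Evaluation: score relative to plate controls; Benchmarks: DMSO neutral wells and GW8510 at 20 µM as positive.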
IEC-6 tox = kills IEC-6 intestinal cells in KLF5 counter-screen; inhibition, % at 5 µM; 0.78% of 290,000 active; AID 1825; IEC-6 cytotoxicity, luminescence viability; in the data active = inhibition above about 22%;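 note: 0% = plate median of test compound wells and 100% = cytotoxic reference compound wells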
aSyn UTR inh = MLPCN primary screen, SNCA 5' untranslated region. alpha-synuclein 5'UTR reporter, inhibitor activity. inhibition, % (tested at 7.5 µM). 0.82% of 300,000 active; in the data active = inhibition above about 60%;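 note: H4 neuroglioblastoma cells stably carrying SNCA 5'UTR luciferase fusion; 0% = DMSO wells and 100% = positive control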
HSF1 activator = increases HSF-1 driven luciferase reporter signal | 1.7% of 300,000 active | activation, % at 9 µM | NIH3T3-HGL HSF-1 luciferase reporter, MG132, 8 h; 100% = twice DMSO control signal;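 active = mean replicate activation of at least 50% with a set share of replicates each reaching 50%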;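 note: 0% = median of the neutral control wells and 100% = twice that signal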
HSF1 inh = HSF1 inhibition; AID 2098; NIH3T3-HGL HSE-luciferase, MG132-induced, luminescence 8 h; active compounds read low; 0.77% of 300,000 active; activity change, negative = inhibition, % at 7.5 µM (by protocol);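 active = more than half of replicate wells show activity change below -50%, luminescence cut by over half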;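 note: luciferase reports HSF-1 transcriptional activity via heat shock element; 0% = median of DMSO wells and -100% = zero luminescence signal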
KLF5 inhibitor = kruppel-like factor 5 inhibition. DLD-1 KLF5 promoter-luciferase reporter, luminescence. inhibition, % at 5 µM. 0.23% of 290,000 active. AID 1700;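 active = inhibition above a per-plate limit of that plate's mean compound inhibition plus 3 SD, cut at about 60% in these data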;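 note: 0% = DMSO wells and 100% = LY294002 at 200 µM; higher means less KLF5 promoter-driven luciferase light; inactives centre near -14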
* marks the source's active call; other numbers are inactive results; . = no result given.

SMILES	HSP90 inh	AI-2 QS mod	GSK3A inh	HIF act	GSK3B inh	IEC-6 tox	aSyn UTR inh	HSF1 activator	HSF1 inh	KLF5 inhibitor
COCCCNC(=O)C1CCCCN1S(=O)(=O)c1ccc(F)cc1 (stereo unspecified)	1.4	8.6	-0.4	-0.7	1.9	2.8	18.8	5.7	-2.7	-9.1
COc1cccc(C(=O)NN=C2CCCC2)c1	-2.8	7.3	-1.4	0.8	1.7	9.1	-16.5	12.7	11.2	4.4
CCC1CCCCN1C(=O)c1cc(COc2ccc(-n3cncn3)cc2)on1 (stereo unspecified)	-4.4	25.3	1.6	-0.9	8.6	-1.2	3.0	-0.5	-1.5	-7.8
CC1CN(C(=O)CCC(=O)NCc2ccccn2)c2ccccc2O1 (stereo unspecified)	-2.5	14.2	-0.6	0.1	-0.6	-2.2	21.0	33.1	-1.0	-28.4
COC(=O)c1ccc(C(=O)OC)c(NC(=O)c2cnc3n(c2=O)CCS3)c1	-3.4	11.6	-0.4	0.0	-1.3	-4.7	6.2	-15.8	-7.2	-3.4
COc1ccc(-c2csc(N(CC3CCCO3)C(=O)c3cccs3)n2)cc1 (stereo unspecified)	-0.4	19.0	-5.9	-0.2	-3.9	0.3	-14.3	24.5	2.1	-34.5
Cc1ccc(N2CC(C(=O)N3CCC(c4nc5ccccc5[nH]4)CC3)CC2=O)cc1C (stereo unspecified)	.	15.8	-1.0	-0.1	1.5	.	8.5	2.4	-2.7	.
CCOc1ccc(N=C2NC(=O)CS2)cc1	-0.5	17.1	-3.5	1.1	5.9	2.6	7.4	-1.1	-6.4	-7.4
Cc1ccc(S(=O)(=O)/N=C2\C=C(Nc3cccc(C(=O)O)c3)C(=O)c3ccccc32)cc1	96.0*	19.6	4.4	1.6	-2.1	-6.0	23.5	40.3	26.1	-54.2
Cc1csc(NC(=O)CSc2nnc(C)n2Cc2ccco2)n1	1.3	17.3	1.8	-0.4	6.1	2.6	-1.6	2.8	-8.2	0.1
Cc1cccc(Oc2nccc(C(F)(F)F)c2C(=O)Nc2ccc(F)cc2F)c1	5.6	41.0	-5.3	-0.4	4.0	2.3	8.6	-1.3	0.7	12.5
COc1c(C)cc(C(=O)C2CCCN(Cc3ccc(Oc4ncccn4)cc3)C2)cc1C (stereo unspecified)	0.6	11.5	-1.9	-0.8	0.0	-2.1	27.1	12.9	3.3	-41.5
CCC(C)NC(=O)CSc1nnc(-c2ccncc2)n1-c1ccc(OC)cc1 (stereo unspecified)	-1.6	1.7	2.4	-0.4	7.0	-3.0	13.3	1.7	-3.7	-34.5
CNc1nnc(-c2ccc(C)cc2)c2ccccc12	-0.4	36.9	-0.3	0.1	0.0	7.0	-3.1	5.5	-0.9	1.2
N#CCc1nc2ccc(S(=O)(=O)N3CCOCC3)cc2s1	-2.1	41.6	0.1	-0.3	-1.0	-4.7	-6.6	4.6	0.3	-19.8
Cc1ccc(S(=O)(=O)NCCSc2nnnn2C)cc1	1.5	2.9	-0.8	-0.5	1.1	0.5	8.4	39.3	6.6	-11.1
Cc1cc(C)c(S(=O)(=O)N2CCN(c3ccc([N+](=O)[O-])c(-n4nc(C)cc4C)c3)CC2)c(C)c1	0.7	24.4	-1.9	-1.1	-0.2	0.1	3.3	6.0	7.6	4.2
CC(C)(C)NC(=O)C(=O)NN=C1CCCCCCCCCCC1	0.5	4.2	-0.2	0.1	-2.5	-5.7	9.8	9.2	1.7	-10.5
Cc1ccc(-c2nnc(SC(C)C(=O)NCC3CCCO3)nc2-c2ccc(C)cc2)cc1 (stereo unspecified)	.	11.3	-3.0	0.0	1.2	.	21.4	-15.8	-0.4	.
Cc1ccnc(NC(=O)CCCOc2ccccc2)c1	-0.1	3.0	6.0	0.2	2.0	0.5	5.5	8.5	1.9	1.6
N=C1/C(=C\c2ccc(OC(=O)c3ccco3)cc2)C(=O)N=C2SC(N3CCCCC3)=NN12	-0.7	31.2	2.2	0.2	0.9	-1.3	-42.2	14.9	2.3	-7.5
Cc1c(/C=N/NC(=O)c2ccc3c(c2)OCO3)cnn1C	-0.5	9.6	-1.9	4.1	0.6	3.3	14.2	8.3	-3.2	-27.5
CCc1ccccc1N1CC23C=CC(O2)C(C(=O)OC)C3C1=O (stereo unspecified)	2.2	17.6	.	0.1	-3.8	2.3	0.4	-2.6	9.8	-19.2
O=C(CCN1C(=O)c2ccccc2C1=O)N1CCN(C(=O)c2ccccc2)CC1	-0.3	20.9	-0.9	0.0	0.1	8.2	-3.0	3.4	-11.4	5.4
CCn1c2c(c(=N)c3ccccc31)CCC2	-2.8	10.0	0.8	0.1	-1.8	6.9	-17.4	-1.9	-2.0	7.0

Arranged by the number under HSF1 activator (largest number first): some entries from above
SMILES	HSF1 activator
COc1cccc(C(=O)NN=C2CCCC2)c1	12.7
O=C(CCN1C(=O)c2ccccc2C1=O)N1CCN(C(=O)c2ccccc2)CC1	3.4
CCC1CCCCN1C(=O)c1cc(COc2ccc(-n3cncn3)cc2)on1 (stereo unspecified)	-0.5

Further compounds
SMILES	HSP90 inh	AI-2 QS mod	GSK3A inh	HIF act	GSK3B inh	IEC-6 tox	aSyn UTR inh	HSF1 activator	HSF1 inh	KLF5 inhibitor
O=S1(=O)CC=C(CSc2nc3ccccc3[nH]2)C1	0.1	16.9	1.2	0.1	2.4	2.6	-0.8	-0.4	-2.7	5.4
O=C(C(Cl)c1ccccc1)N1CCOCC1 (stereo unspecified)	1.4	-18.2	-2.7	0.7	1.7	3.4	-64.8	-7.2	-10.1	-22.7
Cc1ccc(CN(Cc2cccnc2)C(=S)Nc2cccc(Cl)c2C)cc1	-1.9	.	.	0.8	.	-2.8	35.8	8.3	4.7	-17.9
COc1ccc(-c2nc3ccccc3c(=O)n2CCc2ccc(O)cc2)cc1	-1.4	35.2	0.8	1.7	-1.5	-5.7	-26.6	29.5	-0.1	-4.7
COc1cc(CNC(C)(C)CO)ccc1OCC(=O)NC(C)(C)C	1.4	7.1	-1.5	-1.3	-0.1	0.8	18.8	-5.2	1.5	0.4
O=C(Cn1cnc2c(nnn2Cc2ccccc2F)c1=O)N1CCN(c2ccccc2)CC1	2.2	3.5	-4.3	-0.1	-2.5	-1.2	9.2	-0.2	-6.2	-10.3
O=C(O)CSCC(=O)NC1CCCc2ccccc21 (stereo unspecified)	2.0	13.5	1.4	-0.4	0.6	-1.4	-4.1	15.8	3.0	-5.3
COC(=O)CSc1nc2ccccc2c(=O)n1Cc1ccccc1	11.8	1.7	-1.5	0.6	-0.7	1.0	25.6	9.5	-2.1	-55.3
CC(C)C(OC(=O)c1nsc(Cl)c1Cl)C(=O)NCc1ccc2c(c1)OCO2 (stereo unspecified)	-1.4	28.5	0.5	0.2	2.0	-3.5	12.6	-12.3	-1.0	21.2
COc1ccc(-n2ncc(C(C)NS(=O)(=O)c3cc(F)ccc3C)c2C)cc1 (stereo unspecified)	-3.0	10.2	-1.6	0.3	0.5	-8.1	-9.3	-5.4	3.8	-11.5
O=C(CNS(=O)(=O)c1ccc(Br)cc1Cl)OCC(=O)c1ccc[nH]1	.	0.4	-0.2	-0.1	0.5	.	-10.9	22.3	0.7	.
O=C(CCN1CCN(C/C=C/c2ccccc2)CC1)Nc1ccccc1Cl	3.3	0.2	0.0	0.3	0.3	0.9	13.9	20.2	0.4	-11.8
O=[N+]([O-])c1cc(Br)c2nsnc2c1N1CCOCC1	-7.2	-5.9	3.1	-2.2	-7.1	-2.7	-15.5	-6.3	-2.0	-140.8
COCCN(CCOC)C(=O)COC(=O)c1ccc(Cl)c(S(=O)(=O)N(C)c2ccccc2)c1	1.2	14.9	0.1	0.0	2.8	-2.0	5.3	23.8	3.9	-2.5
CC(C)(CN1CCN(c2ccccc2)CC1)NS(=O)(=O)c1ccccc1	4.9	7.8	-0.2	0.4	1.3	-4.3	4.6	-3.1	-2.6	1.7
CC(C)(C)c1ccc(C(=O)Nc2cnccn2)cc1	17.5*	44.3	1.5	-1.2	-8.1	1.3	20.7	26.9	2.5	-82.3
COCCn1c(SCC(=O)Nc2cccc(NC(C)=O)c2)nc2c([nH]c3ccccc32)c1=O	-3.4	0.8	-0.6	0.0	0.8	9.0	7.4	-20.8	-4.5	-7.2
O=C(Cc1ccc(Cl)cc1)Nc1ccccc1CO	6.9	.	-3.4	.	.	2.5	.	.	.	17.0
Cc1cc(C)nc(N/N=C/c2ccc(N3CCOCC3)cc2)n1	2.3	7.2	-3.5	0.1	-0.7	1.8	-5.1	0.6	-6.6	-46.8
Cc1sc(NC(=O)c2ccco2)c(CN2CCN(c3ccccn3)CC2)c1C	4.5	31.1	0.8	5.4	1.5	7.2	-15.2	40.1	27.0	0.2
c1ccc(-n2nnc3ccccc32)cc1	-5.9	29.1	-4.1	1.0	-2.4	2.2	-28.7	4.4	-0.6	-31.5
CN(Cc1ccccc1)Cc1c[nH]c2ccccc12	-6.6	20.2	2.7	-0.9	-0.3	-6.9	18.5	7.2	-3.4	-22.4
CCC(=O)Oc1ccc2oc(=O)cc(C)c2c1	-7.4	15.5	1.4	0.0	-2.4	1.3	0.9	16.7	-2.2	-24.1
Cc1ccc(S(=O)(=O)NCC(=O)OCC(=O)NC(=O)NC2CCCC2)cc1	-0.5	8.1	-1.2	-0.8	3.5	-2.3	19.5	-8.1	0.0	9.7
Nc1ncc(Br)cc1S(=O)(=O)NC1CCCCC1	1.2	-7.7	6.4	0.1	0.4	-0.6	2.9	6.6	-1.5	-21.8

Next results follow.
SMILES	HSP90 inh	AI-2 QS mod	GSK3A inh	HIF act	GSK3B inh	IEC-6 tox	aSyn UTR inh	HSF1 activator	HSF1 inh	KLF5 inhibitor
COCCSc1nc2c(c(=O)[nH]c(=O)n2C)n1CCCc1ccccc1	-2.9	7.6	-0.3	-18.5	-5.2	-6.2	40.1	6.8	1.8	-58.1
CCOC(=O)c1c(C)[nH]c(C)c1S(=O)(=O)N(C)CC(=O)NCc1ccc(F)cc1	-4.1	21.5	-5.1	0.1	1.2	-4.1	17.6	-8.1	-3.2	-7.3
Cn1c(=O)n(CCc2ccccc2)c(=O)c2c1nc1n2CCN1Cc1ccco1	1.7	9.3	1.8	0.1	2.8	3.9	-9.7	0.0	-2.2	-24.9
COc1ccc(N2CCN(Cc3nc4ccccc4n3C)CC2)cc1	-3.9	12.2	-0.9	0.4	-3.0	-2.1	24.2	-9.2	-1.1	-36.0
N#Cc1cnn2c(N)c(-c3ccc(Cl)cc3)cnc12	2.2	16.7	6.1	0.3	-4.3	5.7	32.0	11.3	1.0	-17.7
C/C(=N\NS(=O)(=O)c1ccc(Cl)cc1)c1ccc(NC(=O)c2ccco2)cc1	13.8	13.3	-0.7	1.9	3.3	3.7	-87.4	28.5	14.1	-109.5
COc1cccc(NC(=O)c2ccccc2-c2nc(-c3ccc(Cl)cc3)no2)c1	0.2	.	-0.4	.	.	-2.3	.	.	.	9.3
CC(C)CN1C(=O)c2ccc(NC(=O)C3CC3)cc2C1=O	-6.1	18.4	1.6	0.1	-0.4	-2.7	-23.0	7.8	8.1	-18.1
CC(C)(C)c1ccc(NC(=O)COC(=O)c2ccc([N+](=O)[O-])s2)cc1	8.8	.	-0.1	.	.	-0.1	.	.	.	-10.8

Screening data deposited in PubChem BioAssay by several laboratories.
